# Screening results from PubChem.
# TbREL1 inh = TbREL1 inhibition, primary screen | P86926 | TbREL1 RNA ligation, FRET fluorescence | inhibition, % at 9.66 µM | 89,000 compounds, 0.49% hits;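 active = inhibition above the mean inhibition across all screened compounds plus 3 SD, cut at about 11% in these data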;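 note: 0% = plate median of test wells and 100% = NSC42067 control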
# Target sequence (P86926 whole entry, looked up): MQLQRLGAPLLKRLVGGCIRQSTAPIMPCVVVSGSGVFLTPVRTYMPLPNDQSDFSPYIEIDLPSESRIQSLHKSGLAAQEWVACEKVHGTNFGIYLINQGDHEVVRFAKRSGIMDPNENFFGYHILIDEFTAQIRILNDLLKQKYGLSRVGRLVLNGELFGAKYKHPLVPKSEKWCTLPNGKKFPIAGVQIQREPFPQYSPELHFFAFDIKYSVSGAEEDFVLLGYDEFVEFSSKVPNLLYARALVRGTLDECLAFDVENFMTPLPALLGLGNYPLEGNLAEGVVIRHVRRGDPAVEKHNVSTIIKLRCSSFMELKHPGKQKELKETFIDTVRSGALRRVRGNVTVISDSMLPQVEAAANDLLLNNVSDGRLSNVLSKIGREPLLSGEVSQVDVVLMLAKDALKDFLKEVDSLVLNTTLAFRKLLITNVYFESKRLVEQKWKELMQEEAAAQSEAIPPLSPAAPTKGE
# Numbers without * were called inactive. These rows are one share of the data (hit frequency here may not be typical).
TbREL1 inh | structure
6 | O=C(Nc1nnc([C@@H]2C[C@H](O)[C@@H](CO)O2)s1)c1cccc(Cl)c1
-3 | COc1cc(/C=N/NC(=O)c2cc(-c3cccs3)nc3ccccc23)ccc1O
-2 | CCN(C(=O)COc1ccccc1)c1nnc(-c2cccnc2)s1
2 | N/C(=N\OC(=O)CCCc1ccccc1)c1ccccc1Cl
-2 | NNC(=O)C=C1CCN(c2ncc(C(F)(F)F)cc2Cl)CC1
-1 | Cn1c2ccccc2c2ncn(CCC3=CCCCC3)c(=O)c21
1 | Cc1cc(C)c2oc(-c3ccc(C)c(NC(=S)NC(=O)c4cccs4)c3)nc2c1
6 | COC(=O)C(C)Sc1nc2c(c(=O)n(C)c(=O)n2C)n1CCC(C)C (stereo not drawn)
-1 | CC(C)Cn1c(SCC(=O)N2CCN(C(=O)c3ccco3)CC2)nc2ccccc2c1=O
6 | COc1ccc(C(C(=O)NC(C)(C)C)N(C(=O)CCC(=O)Nc2cc(C)on2)c2cccc(C)c2C)cc1 (stereo not drawn)
4 | COc1cc2cc(CCCOC(=O)c3ccc(C#N)cc3)oc(=O)c2cc1OC
-3 | c1ccc(NN(Cc2cnccn2)c2ccccc2)cc1
10 | O=C(CSc1ncccc1C(=O)O)c1ccccc1F
4 | Cc1nc2ccc(NC(=O)COc3ccccc3F)cc2s1
-2 | O=C1CCCN1CN(C(=O)c1ccc2c(c1)OCO2)c1cccc(Cl)c1
0 | O=S(=O)(N(Cc1ccccc1)[C@H](CO)Cc1ccccc1)N(Cc1ccccc1)[C@H](CO)Cc1ccccc1
-6 | CC[C@@H]1Cc2[nH][nH]c(=O)c2[C@H](CC(C)C)O1
2 | N#Cc1ccc(Cn2ccc3ccc(-c4ccc5ccn(C(=O)c6ccccc6)c5c4)cc32)cc1
9 | O=C(O)Cc1csc(NC(=O)CSc2nnnn2-c2ccc(O)cc2)n1
-1 | C=CCN(C(=O)c1csnn1)C(C(=O)NC1CCCCC1)c1ccc(F)cc1 (stereo not drawn)
-1 | C=CCNC(=O)C1CCN(c2cncnc2)CC1
0 | C[C@H](NC(=O)c1nc[nH]c1C(=O)N[C@@H](CCCCNC(=O)OC(C)(C)C)C(=O)OC(C)(C)C)C(=O)OC(C)(C)C
-5 | CCC(C)N(C(=O)COc1ccc(Cl)c2cccnc12)C1CCS(=O)(=O)C1 (stereo not drawn)
-2 | O=C1C=C(NCCNc2c(F)c(F)c(CO)c(F)c2F)CCC1
-1 | O=C(NCc1ccccc1)c1cc[n+](CC(=O)c2cccs2)cc1
-1 | CCCCOc1ccc(NC(=O)CSCC(=O)OCC)cc1
1 | O=C(COc1ccccc1F)OCC(=O)c1ccc([N+](=O)[O-])cc1
6 | c1ccc2cc(Cn3ccc4ccc(-c5ccc6ccn(Cc7ccc8ccccc8c7)c6c5)cc43)ccc2c1
-5 | COC(=O)c1cccc(NC(=S)N2CCOCC2)c1
-4 | C=CCc1c(C)[nH]c(=S)c(C#N)c1C

# A draw from above in order of count of non-hydrogen atoms, high to low:
TbREL1 inh | structure
-3 | COc1cc(/C=N/NC(=O)c2cc(-c3cccs3)nc3ccccc23)ccc1O
9 | O=C(O)Cc1csc(NC(=O)CSc2nnnn2-c2ccc(O)cc2)n1
10 | O=C(CSc1ncccc1C(=O)O)c1ccccc1F

# Molecules shown so far with fluorine (6):
TbREL1 inh | structure
-2 | NNC(=O)C=C1CCN(c2ncc(C(F)(F)F)cc2Cl)CC1
10 | O=C(CSc1ncccc1C(=O)O)c1ccccc1F
4 | Cc1nc2ccc(NC(=O)COc3ccccc3F)cc2s1
-1 | C=CCN(C(=O)c1csnn1)C(C(=O)NC1CCCCC1)c1ccc(F)cc1 (stereo not drawn)
-2 | O=C1C=C(NCCNc2c(F)c(F)c(CO)c(F)c2F)CCC1
1 | O=C(COc1ccccc1F)OCC(=O)c1ccc([N+](=O)[O-])cc1

# Going on with the list.
TbREL1 inh | structure
2 | C=CCC1Cc2c(Br)cccc2C(CC=C)N1 (stereo not drawn)
3 | O=[N+]([O-])c1cc([N+](=O)[O-])c(Oc2ccccc2F)cc1NN1CCCCC1
9 | O=C(N/N=C/c1cc(Br)ccc1OC(=O)c1ccc(Br)cc1)c1ccncc1
1 | COc1ccc(S(=O)(=O)N2CCC3CC2c2c(-c4ccc(C(F)(F)F)cc4)cccc23)cc1 (stereo not drawn)
-3 | Cc1ccc(NC(=O)C2CCN(c3nnc(-n4cccc4)s3)CC2)cc1C
0 | COc1ccc(N(CC(=O)N/N=C(\C)CCc2ccccc2)S(=O)(=O)c2ccc(C)cc2)cc1
-2 | O=C(Nc1ccc(F)cc1)C(c1ccccc1)N1CCN(S(=O)(=O)c2ccccc2)CC1 (stereo not drawn)
5 | Cc1c(C(=S)Nc2ccccc2)cnn1-c1ccccc1
1 | CC(C)NC(=O)C1CCCN(S(=O)(=O)c2ccc(-n3cnnn3)cc2)C1 (stereo not drawn)
4 | COc1ccc(CN2CCC(Cc3ccccc3)CC2)c(C)c1C
-1 | [N-]=[N+]=NCCN1CCN(Cc2ccccc2)CCC1=O
2 | CCCCn1c(N)c(N(CCOC)C(=O)c2ccc(OCc3c(C)noc3C)cc2)c(=O)[nH]c1=O
-2 | CC(C)Oc1ccc(C(=O)OCC(=O)NC2CCCCCC2)cc1
-2 | CCCCSCCCNC(=O)CS(=O)Cc1nc(-c2cccc(C)c2)oc1C (stereo not drawn)
2 | CCN(CC(=O)Nc1ccc(NC(C)=O)cc1)C(=O)c1c(C)nn(Cc2ccc(C)cc2)c1Cl
2 | CCC(C)N(C(C)CC)S(=O)(=O)c1ccc2[nH]c(=O)oc2c1 (stereo not drawn)
7 | O=C(CC1Oc2ccccc2NC1=O)NC1CC1 (stereo not drawn)
3 | Cc1ccc(C(C)(C)C)cc1S(=O)(=O)Nc1ncnc2sccc12
-4 | CCCc1ccc(OCC(=O)Nc2cc(S(=O)(=O)CC)ccc2O)cc1
0 | N#C/C(=C(/O)COC(=O)CCCNC(=O)c1ccc(Cl)cc1)c1nc2ccccc2[nH]1
-1 | CCc1nnc(N/N=C/c2c(C)[nH]c3ccccc23)n1N
0 | C=CCn1c(SCc2ccc(C#N)cc2)nnc1-c1ccco1
0 | CSc1ccccc1OCc1cc(C(=O)NCCC2=CCCCC2)no1
-1 | Cc1ncc(CO)c2cc(C(N)=O)c(=Nc3ccccc3)oc12
-4 | CCc1nnc(NC(=O)Cc2ccc(OC)c(S(=O)(=O)N3CCOCC3)c2)s1
-1 | COC[C@H]1CCCN1c1cccc2c1S(=O)(=O)N1CC[C@@H](C1)O2
-1 | COc1ccc(-c2cc(-c3ccccc3)nc(SCC(=O)Nc3nccs3)c2C#N)cc1
-3 | O=C(Nc1ccccc1)C1=C(O)CC(c2ccco2)CC1=Nc1ccccc1 (stereo not drawn)
3 | O=C(NNC(=O)c1ccccc1F)c1ccc2[nH]c(=O)c(=O)[nH]c2c1
0 | COc1nc(-c2cccc([N+](=O)[O-])c2)nc2ccccc12

# Of the compounds above, these have a thiophene ring, fused or not:
TbREL1 inh | structure
-3 | COc1cc(/C=N/NC(=O)c2cc(-c3cccs3)nc3ccccc23)ccc1O
1 | Cc1cc(C)c2oc(-c3ccc(C)c(NC(=S)NC(=O)c4cccs4)c3)nc2c1
-1 | O=C(NCc1ccccc1)c1cc[n+](CC(=O)c2cccs2)cc1
3 | Cc1ccc(C(C)(C)C)cc1S(=O)(=O)Nc1ncnc2sccc12

# The list continues.
TbREL1 inh | structure
2 | Cc1ccc(NC(=O)CSc2nnc(NC(=O)C(C)C)s2)c(C)c1
1 | O=C(Nc1cccc(NC(=O)c2ccc(Cl)cc2)n1)c1ccc(Cl)cc1
2 | Cc1ccc2c(COC(=O)c3ccccc3Cl)cc(=O)oc2c1
4 | CCOP(=O)(OCC)C(NC(=O)c1ccc(OC)c(OC)c1)c1ccccc1 (stereo not drawn)
-1 | CCOC(=O)c1cc(-c2ccc(OC(F)F)cc2)nc2c1c(=O)[nH]c(=O)n2C
4 | O=C(N[C@@H](Cc1ccccc1)C(=O)N1CCC2CCN(S(=O)(=O)c3ccccc3)CC21)[C@@H]1CCCN1 (stereo partly drawn)
0 | COC(=O)Cn1c(=O)c(C(=O)CCl)c(N)n(Cc2ccccc2)c1=O
-7 | COc1ccc(OC)c(N/C=C2/CCCCC2=O)c1
-1 | CCC(OC(=O)c1cccs1)C(=O)NCc1ccc(C)cc1 (stereo not drawn)
4 | CCc1cc2c(=O)n(-c3ccccc3)c(SCC(=O)O)nc2s1
-1 | CCn1c(Cc2ccccc2)nnc1SCC(=O)Nc1ccc(N)cc1
1 | O=C(NC1CCCCN(Cc2ccc(Cl)cc2)C1=O)c1ccc(Br)cc1 (stereo not drawn)
1 | O=C(NC(=O)c1c(F)cccc1F)Nc1ccccc1SC(F)F
4 | CCc1nnc(NC(=O)C2CCN(c3nc(C)cc(C)n3)CC2)s1
-1 | Cc1ccc(C(=O)Nc2ncc3c(Cl)cccc3n2)cc1
-1 | Cc1oc(CC(C)C)cc1C(=O)NCCCC(=O)O
3 | Cc1ccc(-c2ccc(SCC(=O)NCC3CCCO3)nn2)cc1 (stereo not drawn)
2 | COc1cc2c(cc1C=O)OC(C)C2 (stereo not drawn)
4 | CON/C=C(\C=Nc1ccc(F)cc1)c1ncc(C(F)(F)F)cc1Cl
4 | CCOc1ccc(NC(=O)CSc2nnc(NC(=O)C3CC3)s2)cc1
1 | O=C(NCc1ccccc1)c1ccc(-c2ccccc2C(F)(F)F)o1
-2 | O=C(NCCCN1CCCC1=O)c1ccc2c(c1)ncn2C1CCCCC1
-1 | CS(=O)(=O)N1CCn2c1nc1ccccc12
3 | O=C(O)CN1C(=O)/C(=C/c2ccc(SCc3ccccc3)o2)SC1=S
9 | COc1cccc2sc(N(CCCN(C)C)C(=O)CCS(=O)(=O)c3ccccc3)nc12
-4 | Cc1ccc(N(CC(=O)NC2CCCCC2)C(=O)CCCC(=O)Nc2ccccn2)cc1
0 | CCO[C@H]1OC(C(=O)NC2CC2)=C[C@@H](C)[C@@H]1CCCO
-4 | CS(=O)(=O)Nc1ccc(-c2ccc(/C=C3\SC(N)=NC3=O)o2)cc1
0 | CCCC(C)C(=O)Nc1ccc(C(N)=O)cc1 (stereo not drawn)
-2 | Cc1ccccc1SCC(=O)NC1CCOC1=O (stereo not drawn)
-6 | Cc1cccc(-n2c(C)cc(/C=N/O)c2C)c1
0 | CC(C)NC(=O)c1ccccc1NS(=O)(=O)c1ccc(Br)s1
1 | CCOC(=O)[C@@]12CCCC3=C1N(CCC3)C(=O)[C@H]2CC(=O)N1CCOCC1
1 | COC(=O)[C@]12CCCCC=C1N(Cc1ccccc1)C(=O)[C@H](CC(=O)NCCC(C)C)C2
5 | O=[N+]([O-])c1ccc(S(=O)(=O)c2ccccc2)nc1
-1 | O=C1C(=O)c2ccccc2C(O)=C1c1ccccc1F
2 | CCOc1cccc(-c2nn3c(-c4ccco4)nnc3s2)c1
1 | CCOC(=O)c1csc(NC(=O)c2ccc(S(=O)(=O)N(C)C)cc2)n1
-4 | Cc1cccc(NC(c2ccc(O)cc2)c2ccc3ccc(C)nc3c2O)n1 (stereo not drawn)
0 | Cc1ccccc1Nc1nc(N)nc(COC(=O)[C@@H](NC(=O)c2c(F)cccc2F)C(C)C)n1
0 | Cc1c(-c2ccc(F)cc2)nc(N)c(C#N)c1-c1cccs1
-1 | CCN(CC)C(=O)N1c2ccccc2C=Cc2ccccc21
0 | Cc1cccc(C(=O)OCC(=O)NCc2ccc3c(c2)OCO3)c1C
-3 | CC(=O)Nc1ccc(Nc2nc(C)nc3c2oc2ccccc23)cc1
0 | COc1ccc2c(c1)[C@H]1[C@H](CO2)[C@H](c2ccccc2)[C@]2(C)C(=O)Nc3cc(C)ccc3C(=O)N12
-3 | COc1ccc(CN2CC(C(=O)NCCC3=CCCCC3)CC2=O)cc1 (stereo not drawn)
0 | CN(Cc1nnc(-c2ccc(F)cc2)o1)c1ccccc1
-4 | CNc1nc2c(C)cccn2c(=O)c1C=Nc1ccc(OC)cc1
-2 | Cc1ccsc1C=Nn1c(-c2n[nH]c3c2CCC3)n[nH]c1=S
1 | COc1ccc(CCNC(=O)CSc2nnc(CNC(=O)c3ccccc3F)o2)cc1OC
-6 | CCCn1c(N2CCN(CC(=O)c3c[nH]c4ccccc34)CC2)nc2c1c(=O)[nH]c(=O)n2C
-1 | O=C(CSc1nnc(CNC(=O)c2ccco2)o1)Nc1ccc(OC(F)(F)F)cc1
8 | CCOC(=O)C1=C(C)N(CCCC(=O)O)C(=O)NC1c1cccc(OC)c1 (stereo not drawn)
-1 | CCOc1ccc(C2N(c3ccc(Cl)cc3)C(=O)C3CCCN32)cc1OC (stereo not drawn)
0 | Cc1ccc(C(=O)CC2(O)C(=O)N(CN3CCOCC3)c3ccccc32)cc1 (stereo not drawn)
-3 | COc1ccc(CCc2nc(-c3ccc(-n4cccc4)cc3)no2)cc1
3 | CCCCOc1cccc(-c2nnc(NC(=O)CSc3ccc(C)cc3)s2)c1
5 | O=C(CSc1ncn[nH]1)Nc1ccc(Cl)c(S(=O)(=O)N2CCOCC2)c1
2 | Cc1ccc(-n2c(Cc3cccs3)nnc2SCC(=O)Nc2ccc(OCc3ccccc3)cc2)cc1
-2 | CCOc1ccc2[nH]c(=O)c(CN(CC3COCCO3)C(=O)c3ccco3)cc2c1 (stereo not drawn)

# (listing goes on)
TbREL1 inh | structure
-1 | O=C1CC(C(=O)N2CCN(c3ccc(F)cc3)CC2)CN1CCc1ccccc1 (stereo not drawn)
1 | C[C@H]1CN([C@@H](C)CO)C(=O)CCCn2nncc2CO[C@H]1CN(C)C(=O)NC1CCCCC1
-3 | CN(C(=O)CC1C(=O)NCCN1Cc1cccc(C(F)(F)F)c1)C1CCOCC1 (stereo not drawn)
2 | CCN(C(=O)c1cccc2c1-c1ccccc1C2=O)c1ccccc1
6 | O=C(NCCN1CCN(C(=O)C(c2ccccc2)c2ccccc2)CC1)C(=O)Nc1ccccc1
4 | C[C@@H]1CN([C@@H](C)CO)C(=O)Cc2cc(NC(=O)Nc3cccc4ccccc34)ccc2O[C@@H]1CN(C)S(C)(=O)=O
1 | CC(=O)c1cccc(S(=O)(=O)Nc2ccccc2N2CCOCC2)c1
-1 | O=C1NC[C@H](CCCCN2C[C@H](Cc3ccc(O)cc3)N(CCc3ccccc3)C(=O)C2=O)N(Cc2ccccc2)C1=O
3 | O=C1NC(=O)C2(Br)Nc3ccc(Br)cc3C(=O)C2N1 (stereo not drawn)
